Screening results as filed in PubChem BioAssay.
Eya2 phos inh: blocks the phosphatase activity of human Eya2. 330,000 compounds, 0.006% hits. Potency, µM (highest dose often 76.9 µM), for the others: at the highest dose activity, negative = inhibition, most hits filed as inhibitors. O00167. recombinant Eya2, OMFP fluorescence dephosphorylation (OMFP is methylfluorescein phosphate). AID 488837; note: potency is the fitted concentration of half-maximal effect; % is set by controls: 0 for no effect and ±100 for the full control effect
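Eya2 protein (added as 0.2 uM solution) was preincubated with compound for 10 min at ambient temperature in 50 mM HEPES pH 7.5, 50 mM NaCl, 5 uM MgCl2, 0.05% BSA, 1 mM DTT. OMFP (added at 50 uM) then reacted 10 min; fluorescence read at 485/525 nm.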
ELG1 repair inh: inhibitors of ELG1-dependent DNA repair in HEK293T cells | HEK293T ELG1-luciferase reporter, luminescence, 16 h; DNA damage induced by 5-fluorouridine | Potency, µM (series often up to 46.1 µM), without a hit: at the highest dose activity change, negative = inhibition, usual class: inhibitors | 330,000 compounds, 2.3% hits; note: potency is the fitted concentration of half-maximal effect; % is set by controls: 0 for no effect and ±100 for the full control effect; nearly all actives have a fitted effect of over 55% in size
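5-Fluorouridine DNA damage + compound/DMSO, 2,000 cells/well, 16 h, 37 °C/5% CO2. ONE-Glo, 30 min RT, luminescence. Readout = decrease in reporter signal.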
TSHR antag: human thyrotropin receptor antagonism | TSHR-expressing cells, TSH-stimulated cAMP HTRF, 2 h; hits give low values | activity change, negative = inhibition, % at 11.5 µM | 330,000 compounds, 0.2% hits;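 active = activity change below a set negative limit, meaning inhibition stronger than a set level, cut at about -70% in these data; inconclusive = activity change between two set negative limits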; note: % is set by controls: 0 for no effect and ±100 for the full control effect
Target sequence (P16473 whole entry, looked up): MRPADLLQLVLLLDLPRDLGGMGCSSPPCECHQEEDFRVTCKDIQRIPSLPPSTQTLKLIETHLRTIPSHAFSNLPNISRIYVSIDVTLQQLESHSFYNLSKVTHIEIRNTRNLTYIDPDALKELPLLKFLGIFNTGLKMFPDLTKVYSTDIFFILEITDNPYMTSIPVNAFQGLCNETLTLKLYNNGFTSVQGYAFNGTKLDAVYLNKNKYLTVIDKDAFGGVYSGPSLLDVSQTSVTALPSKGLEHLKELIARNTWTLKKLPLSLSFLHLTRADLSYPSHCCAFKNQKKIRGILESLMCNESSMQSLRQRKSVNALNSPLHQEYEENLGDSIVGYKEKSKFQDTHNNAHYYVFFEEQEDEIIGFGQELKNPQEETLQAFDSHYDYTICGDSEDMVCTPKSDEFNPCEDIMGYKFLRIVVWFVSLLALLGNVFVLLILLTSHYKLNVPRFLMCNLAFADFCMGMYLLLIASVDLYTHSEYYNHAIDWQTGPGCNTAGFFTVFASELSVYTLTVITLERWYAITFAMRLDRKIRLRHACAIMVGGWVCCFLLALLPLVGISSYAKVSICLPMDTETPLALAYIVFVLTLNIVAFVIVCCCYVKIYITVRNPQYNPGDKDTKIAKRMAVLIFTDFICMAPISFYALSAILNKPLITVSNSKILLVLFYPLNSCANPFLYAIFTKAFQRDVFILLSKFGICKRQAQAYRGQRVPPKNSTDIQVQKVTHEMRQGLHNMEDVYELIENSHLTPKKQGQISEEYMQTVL
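Cell-based HTRF cAMP assay; TSHR cells + compound, TSH EC80 (4nM final), 2 h, 37 deg C. Lysis with anti-cAMP cryptate and cAMP-d2, 30 min RT, read 665/620 nm.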
TCR act: T cell receptor activation; primary human leukocytes, anti-CD3, IL-2 HTRF, 48 h; AID 504894; 330,000 tested, under 10 active; Potency, µM (highest dose often 9.22 µM), inactives show top-dose activation of IL-2 secretion, most hits filed as activators; note: % of control where 0% means no effect
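1) Mix primary human leukocytes, a-CD3 beads and compound. 2) Incubate 48 hr. 3) Add HTRF IL-2 reagents (a-IL-2-K, a-IL-2-d2).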
Mito fusion yeast: inhibitors of mitochondrial division or activators of mitochondrial fusion | 320,000 compounds, 0.23% hits | Potency, µM (top dose mostly 46.1 µM), without a hit: at the top dose growth rescue (activation), hits mostly activators | S. cerevisiae fusion-defective mutant growth rescue, CellTiterGlo 48 h;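 note: potency is the fitted concentration of half-maximal effect; % of control where 0% means no effect; nearly all actives have a fitted effect of over 45% in size; temperature-sensitive fusion mutants such as fzo1-1 at 37 °C on non-fermentable ethanol glycerol medium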
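Growth-rescue viability read-out: after 48 h at the non-permissive 37C in glycerol/ethanol YPEG, yeast mitochondrial fusion mutants are measured by CellTiterGlo luminescence; compounds (23 nl pinned per well) restoring growth score as division inhibitors or fusion activators.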
TRPV1 agonist: activates the human vanilloid receptor TRPV1 | TRPV1-expressing cells, Fluo-8 calcium influx, agonist mode | AID 540275 | activation, % at 8.33 µM | 320,000 compounds, 0.19% hits | Q8NER1; in the data active = activation above about 80%; inconclusive = between about 30% and that limit; note: 0% is about no effect
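TRPV1-expressing cells were cultured overnight at 35.5C and loaded with Fluo-8 calcium dye for 40 to 90 min at room temperature. After a 10 s baseline, compound was added and calcium influx was read kinetically for 3 min (ex 480/em 520 nm).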
hERG WT inh: inhibitors of human wildtype KCNH2 potassium channel; U2OS, BacMam KCNH2, thallium flux FluxOr; hits give low values; activity change, % at 1.84 µM; 340,000 compounds, 0.37% hits; Q12809;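 active = maximum activity change below -70%; inconclusive = maximum activity change between -70% and -50%; inactive = maximum activity change above -50%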; note: % is set by controls: 0 for no effect and ±100 for the full control effect
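U2OS cells were transduced with wild-type KCNH2 virus (2.03 x 10^8 / mL) for 4 h at room temperature, then cultured overnight at 37 C. Thallium flux was read with FluxOr dye. Rate constants were normalized to DMSO controls.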
KCNH2 3.1 inh: inhibitors of human KCNH2 3.1 potassium channel isoform; U2OS KCNH2 3.1, thallium flux FluxOr; hits give low values; activity change, % (tested at about 1.8 µM); 340,000 compounds, 0.95% hits; AID 720553;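 active = maximum activity change below -70%; inconclusive = maximum activity change from -70% to -50%; inactive = maximum activity change above -50%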;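 note: thallium influx rate constant from kinetic fluorescence after stimulation buffer; % is set by controls: 0 for no effect and ±100 for the full control effect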
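Thallium flux via FluxOr fluorescence (Red40 quencher, 45 min loading) in U2OS cells virally expressing the KCNH2 3.1 isoform (1.77 x 10^8 /mL virus, overnight at 37 C). Rate constants from 2-min kinetic reads post-stimulation, normalised to positive and negative controls.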
USP2a inh: blocks human ubiquitin-specific protease USP2a. USP2 core, Ub-CHOP2 coupled fluorogenic reporter, 485/531. 330,000 compounds, 0.01% hits. Potency, µM (highest dose often 38.3 µM), inactives show at the highest dose activity change, negative = inhibition, most hits filed as inhibitors. O75604. AID 463254;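 note: potency is the fitted concentration of half-maximal effect; plate controls were DMSO wells for no effect and full inhibition by NEM control for full effect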
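Deubiquitinase activity read as fluorescence (485/531 nm) after Ub-CHOP2 cleavage activates the enterokinase reporter on its substrate; USP2 core 10nM, Ub-CHOP2 and substrate 25nM each, 30min compound preincubation then 60min RT; data normalized to NEM, curves fitted.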
A-T KAP1 phos: potential ataxia-telangiectasia treatments restoring KAP-1 phosphorylation; […] A-T fibroblasts, KAP-1 phosphorylation AlphaLISA; neocarzinostatin DNA damage 30 min before lysis; Potency, µM (highest dose often 57.5 µM), for the others: at the highest dose activation, most hits filed as activators; 320,000 compounds, 0.19% hits; note: potency is the fitted concentration of half-maximal effect; % of control where 0% means no effect; nearly all actives have a fitted effect of over 45% in size
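hTERT-immortalized A-T patient fibroblasts ([…]), 500 cells/well in OPTI-MEM, 1% FBS, got compounds for 60 min, then NCS for 30 min at 37C. Lysates were then assayed for phospho-KAP-1 by AlphaLISA (anti-pKAP1 donor, anti-KAP1 acceptor beads), 6 hr at 25C.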
Active calls of the source: *; ? = inconclusive; / = no result given; [ ] = dose if it differs, or a comment. Unless noted, calls come from the whole dose curve; as a rule, active = well fitted curve in the direction sought with a large enough effect; inconclusive = small, poorly fitted or top-dose-only effect, or another doubt; inactive = no such curve, though single readings can be large; an effect the other way counts as inactive or inconclusive. An excerpt, so the mix of outcomes need not match the whole.

SMILES	Eya2 phos inh	ELG1 repair inh	TSHR antag	TCR act	Mito fusion yeast	TRPV1 agonist	hERG WT inh	KCNH2 3.1 inh	USP2a inh	A-T KAP1 phos
Cc1ccc(CNC(=O)c2nnc(Cc3ccc(Cl)cc3)o2)cc1	-15%	-13%	-6	10%	3%	14	/	5	5%	5%
CCn1ncc(/C=N\NC(=O)Cc2ccc([N+](=O)[O-])cc2)c1C	-6%	-21%	1	0%[46.1 µM]	-5%	-7	-6	-6	4%	24%
Cc1ccc(-n2c(SCC(=O)NCC3CCCO3)nc3ccccc3c2=O)cc1 (stereo not drawn)	-17%	0%	/	1%	/	/	0	3	3%	2%
COc1ccccc1NC(=O)CCN1CC(C)OC(C)C1 (stereo not drawn)	-10%	-1%	17	-9%[46.1 µM]	7%	3	-4	10	-2%	1%
CCn1nnc(NC(=O)c2ccc(-c3ccc(Cl)cc3)o2)n1	-3%	?	-4	-3%	-2%	4	17	31	0%	-4%
Cc1ccn2c(CNCC3OCCc4ccccc43)c(C(=O)N3CCCCCC3)nc2c1 (stereo not drawn)	-2%	-10%	-8	3%	-1%	6	17	/	-6%	0%
Cc1csc(Sc2nc3c(c(=O)[nH]c(=O)n3C)n2CCCc2ccccc2)n1	-3%	4%	-1	/	4%	2	-1	-7	0%	5%
Cc1cccc(C(=O)NN2S(=O)(=O)c3ccccc3S2(=O)=O)c1	2%	1%	-1	5%	-1%	-1	2	-1	8%	-4%
CCOC(=O)c1ccc(NC(=O)Nc2c(C)nn(C)c2C)cc1	9%	-1%	20	-3%	-4%	1	4	-12	3%	/
O=C(Nc1ccc2nccnc2c1)Nc1ccccc1Cl	-1%	?	8	-11%	-10%	0	-6	-30	3%	13%
COc1cc(C(Nc2ccc3c(c2)OCO3)C(=O)NC2CCCCC2)cc(OC)c1OC (stereo not drawn)	9%	?	5	-2%	0%	15	-11	-2	1%	0%
Cc1ccc(Cl)cc1NC(=O)COC(=O)C1CCCCC1	-2%	9%	3	-8%	5%	13	-19	/	6%	-3%
Nc1nc(Sc2ccc([N+](=O)[O-])cc2[N+](=O)[O-])n[nH]1	-10%	?	-2	3%	2%	-4	-7	-14	1%	11%
CC1(C)CC(=NOC(=O)c2ccccc2)CC(C)(C)N1	3%	-3%	1	1%	-1%	-6	2	3	2%	8%
Cc1cc(C)cc(NC(=O)CSc2nnc(-c3ccncc3)o2)c1	4%	7%	0	-2%	-2%	7	3	-4	1%	10%
CCC1(c2ccccc2)NC(=O)N(CC(=O)NCC2COc3ccccc3O2)C1=O (stereo not drawn)	18%	10%	1	3%	-1%	27	-3	11	2%	-9%
Cc1nc(CS(=O)c2ccccc2)cc(N2CCOCC2)n1 (stereo not drawn)	1%	3%	1	8%	1%	-4	11	5	0%	0%
O=C(CN1CCCCC1)Nc1cccc(Oc2ccccc2)c1	3%	?	32	-22%	-6%	?	-1	-20	-2%	-5%
CC(=O)Nc1ccccc1NC(=O)C/C(C)=N/NC(=O)c1ccccn1	-6%	?	15	-2%	1%	?	1	-4	2%	-1%
COc1cccc(N2CC(NS(=O)(=O)c3ccc(Cl)cc3)CC2=O)c1 (stereo not drawn)	-2%	6%	6	-3%	-3%	-4	4	26	3%	27%
COC(=O)CSc1[nH]c2cc(C)ccc2c1[N+](=O)[O-]	11%	12%	-11	/	-11%	0	-2	-2	0%	-2%
CCN(Cc1cccs1)C(=O)CN1C(=O)NC(c2ccccc2)(c2ccccc2)C1=O	5%	-11%	-18	-5%	-9%	-1	7	-13	-1%	2%
CCOC(=O)N1CCN(c2c(N3CC=C(c4ccccc4)CC3)c(=O)c2=O)CC1	11%	?	-17	-9%	-1%	7	-1	0	1%	0%
CC(C)CC(=O)c1c[nH]c(C(=O)N2CCN(Cc3ccccc3)CC2)c1	-10%	-6%	7	0%	9%	?	-14	12	-1%	3%
Cc1ccc2nc3c(cc(C#N)c(=O)n3CC3CCCO3)c(=O)n2c1 (stereo not drawn)	11%	8%	3	/	3%	0	/	/	1%	6%

The last 7 entries of the part above open the next one.
SMILES	Eya2 phos inh	ELG1 repair inh	TSHR antag	TCR act	Mito fusion yeast	TRPV1 agonist	hERG WT inh	KCNH2 3.1 inh	USP2a inh	A-T KAP1 phos
CC(=O)Nc1ccccc1NC(=O)C/C(C)=N/NC(=O)c1ccccn1	-6%	?	15	-2%	1%	?	1	-4	2%	-1%
COc1cccc(N2CC(NS(=O)(=O)c3ccc(Cl)cc3)CC2=O)c1 (stereo not drawn)	-2%	6%	6	-3%	-3%	-4	4	26	3%	27%
COC(=O)CSc1[nH]c2cc(C)ccc2c1[N+](=O)[O-]	11%	12%	-11	/	-11%	0	-2	-2	0%	-2%
CCN(Cc1cccs1)C(=O)CN1C(=O)NC(c2ccccc2)(c2ccccc2)C1=O	5%	-11%	-18	-5%	-9%	-1	7	-13	-1%	2%
CCOC(=O)N1CCN(c2c(N3CC=C(c4ccccc4)CC3)c(=O)c2=O)CC1	11%	?	-17	-9%	-1%	7	-1	0	1%	0%
CC(C)CC(=O)c1c[nH]c(C(=O)N2CCN(Cc3ccccc3)CC2)c1	-10%	-6%	7	0%	9%	?	-14	12	-1%	3%
Cc1ccc2nc3c(cc(C#N)c(=O)n3CC3CCCO3)c(=O)n2c1 (stereo not drawn)	11%	8%	3	/	3%	0	/	/	1%	6%
O=C(Nc1ccc2c(c1)OCO2)C1CCN(C(=O)c2cccs2)CC1	-4%	26%	5	1%	2%	8	3	-4	-1%	3%
COc1ccc(C2NCCc3c2[nH]c2ccccc32)cc1COc1ccc(F)cc1 (stereo not drawn)	-27%	?	17	-6%[46.1 µM]	-15%	-4	12	6	-12%	-5%
COc1ccccc1NC(=O)Cc1cccc2ccccc12	5%	1%	4	6%	4%	6	-1	10	0%	6%
CC(C)C(=O)Nc1ccc(C(=O)NNC(=O)c2cccs2)cc1	2%	15%	31	-3%[46.1 µM]	4%	2	2	-3	4%	7%
N#CCC(CNc1ncc(C(F)(F)F)cc1Cl)OC(=O)c1ccc(Cl)cc1Cl (stereo not drawn)	-16%	10%	-12	-4%	21%	?	13	11	0%	-6%
CC(=O)c1sc(NC(=O)CCOc2ccccc2)nc1C	5%	?	-15	-5%	-3%	-2	11	-15	2%	1%
Cc1ccc(C)c(-n2sc3ccc(F)cc3c2=O)c1	-3%	-26%	-29	8%	-30%[inhibitor]	25	-8	4	2%	-4%
COc1ccc(NC(=O)COC(=O)c2ccc(Br)o2)cc1OC	-15%	-3%	-1	-2%	4%	-1	0	3	4%	-1%
CCCc1nnc(SCC(=O)Nc2nnc(CC)s2)n1CC1CCCO1 (stereo not drawn)	7%	-2%	-3	-6%	6%	1	5	16	0%	-4%
CCC(C)c1ccc(NC(=O)CN(C)CC(=O)Nc2cccc(OC)c2)cc1 (stereo not drawn)	-2%	-15%	1	1%	2%	17	-8	-1	1%	-5%
COc1ccc(C(=O)N2CC3(CC(c4ccc(Cl)cc4)=NO3)C[C@H]2C(=O)NCC(N)=O)cc1 (stereo partly drawn)	4%	-23%	2	9%	6%	1	-13	7	1%	2%
CCOc1ccc(S(=O)(=O)N(CCO)CCO)cc1-c1nc2c(C(C)(C)C)nn(C)c2c(=O)[nH]1	-30%	?	-5	1%	0%	2	1	0	8%	-5%
CN(C)c1nc2ncn(Cc3ccccc3)c2c(=O)[nH]1	-4%	13%	0	-9%	-8%	3	-1	5	0%	-11%
COc1ccc(N2CCN(S(=O)(=O)c3ccc(Cl)c(C(F)(F)F)c3)CC2)cc1	9%	13%	-7	-2%	-1%	-5	10	-1	-4%	4%
C[C@@H](Oc1ccccc1)c1nnn(Cc2ccccc2)c1-c1c([C@@H](C)Oc2ccccc2)nnn1Cc1ccccc1	5%	-5%	-2	-3%	-23%	1	-43	5	-14%	13%
